Screening results deposited in PubChem BioAssay by National Center for Advancing Translational Sciences (NCATS).
GCN5L2 inh: blocks human GCN5L2 histone acetyltransferase. GCN5L2 HAT assay, ThioGlo1 CoA-SH fluorescence. Potency, µM (titrated, usually from 58.9 µM), for the others: top-dose activity change, negative = inhibition, most hits filed as inhibitors. 390,000 compounds, 0.21% hits. AID 504327
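Preincubate 20nM GCN5L2 with compound 15 min, RT → add 50uM ThioGlo1 + 75uM H3(1-25) + 70uM acetyl-CoA → read fluorescence 0 and 20 min. Primary qHTS; fluorescent artifacts likely.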
FEN1 inhibitor: blocks human flap endonuclease 1. Recombinant FEN1 flap cleavage, fluorescence, 15 min. P39748. 390,000 compounds, 0.35% hits. Potency, µM (highest dose often 114 µM), for inactives: top-dose activity change, negative = inhibition, most hits filed as inhibitors; further: nearly all actives have a fitted effect of over 65% in size
Target sequence (P39748 whole entry, looked up): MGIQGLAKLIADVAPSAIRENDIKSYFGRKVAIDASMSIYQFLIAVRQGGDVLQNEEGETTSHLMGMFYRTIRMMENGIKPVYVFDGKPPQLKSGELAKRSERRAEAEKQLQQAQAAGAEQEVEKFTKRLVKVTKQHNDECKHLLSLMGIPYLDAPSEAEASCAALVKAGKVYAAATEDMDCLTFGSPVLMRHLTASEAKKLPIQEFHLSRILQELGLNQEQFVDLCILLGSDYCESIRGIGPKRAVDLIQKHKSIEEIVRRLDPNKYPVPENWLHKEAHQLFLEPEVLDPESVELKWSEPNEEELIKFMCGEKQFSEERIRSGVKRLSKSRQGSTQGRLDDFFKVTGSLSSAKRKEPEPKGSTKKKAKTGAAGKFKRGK
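Quantitative HTS format: each compound was titrated, incubated with 10 nM nuclease for 15 min at room temperature, then challenged with flap substrate at 50 nM final. Signal change over 15 min gave concentration–effect curves.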
N370S GC: inhibitors or activators of N370S glucocerebrosidase for Gaucher disease. AID 2101. N370S GC spleen homogenate, 4MU-glucoside fluorescence. 330,000 compounds, 0.092% hits. Potency, µM (doses to about 59.4 µM), without a hit: at the highest dose activity change, negative = inhibition, usual class: inhibitors;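 further: 0% = full enzyme activity and -100% = no enzyme basal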
Starred values were filed as active, the others as inactive; ? = inconclusive; · = not tested or not shown; & = joins results of further samples; [ ] = remark or other dose. The call rests on the fitted dose curve; in most records, active means well fitted curve in the direction sought with a large enough effect; inconclusive means small, poorly fitted or top-dose-only effect, or another doubt; inactive means no such curve, though single readings can be large; an effect the other way counts as inactive or inconclusive. Unless noted, on the % scale 0 is the no-effect control and ±100 the full control effect; potency means the concentration at half of the fitted maximal effect. Only part of the results is shown (hit frequency here may not be typical).

Every second line gives: GCN5L2 inh, FEN1 inhibitor, N370S GC
#1 COc1cccc(NC(=O)CN(c2ccc3c(c2)OCO3)S(C)(=O)=O)c1
    0%, -6%, 6%
#2 CCOc1ccc(S(=O)(=O)N(CC(=O)NCCSCc2ccc(C)cc2)c2ccccc2)cc1
    -2%, -1%, ·
#3 CC(C)c1ccccc1OCCNC(=O)c1cccnc1
    0%, -11%, -3%
#4 COC(=O)c1ccccc1NC(=O)C1CCN(S(=O)(=O)c2cc(C)ccc2OC)CC1
    -3%, -8%, 25%
#5 CN(c1ccccc1)S(=O)(=O)c1ccc(Cl)c(C(=O)NCCc2c[nH]c3ccccc23)c1
    -16%, 4%, 2%
#6 CCCC(C(=O)NCC1CCCO1)N(Cc1ccccc1)C(=O)CNS(=O)(=O)c1ccccc1 (stereo not given)
    -2%, -4%, -5%
#7 O=C(Nc1cc(F)ccc1F)c1ccc(CN2CC(=O)N3CCCCC3C2=O)cc1 (stereo not given)
    -6%, 6%, ·
#8 O=C(OCC(=O)c1ccc[nH]1)c1ccc2ccccc2n1
    -5%, 12%, 1%
#9 CCn1c2ccccc2c2cc(NC(=O)COc3ccc(C)c(C)c3)ccc21
    2%, 0%, ·
#10 CCOC(=O)CN1C(=O)N[C@@H](CCc2ccccc2)[C@H](C(C)=O)[C@H]1C
    ·, 14%, 0%[12.8 µM]
#11 CC(O)[C@H]1CN=C(N)N1CCCCC1CCCCC1 (stereo not given in full)
    -3%, -6%, -2%
#12 O=C(O)[C@H](Cc1ccccc1)NC(=O)N1CCCCCC1
    0%, 0%, 1%
#13 CCCn1c(SCc2nc(-c3cccs3)no2)nnc1-c1ccncc1
    -22%, -9%, 1%
#14 Cc1ccc(Cl)cc1NC(=O)c1oc2c(c1C)-c1[nH]ncc1CC2
    -12%, 2%, ·
#15 CCOc1ccc(CC(=O)Nc2c3c(nn2C(C)(C)C)CS(=O)(=O)C3)cc1
    -5%, 6%, 0%
#16 CC(=O)Nc1nc(=O)c2ccccc2s1
    0%, 8%, -6%[2.35 µM]
#17 CCC(=O)Nc1c(S(=O)(=O)c2ccccc2)c2nc3ccccc3nc2n1C(C)c1ccccc1 (stereo not given)
    -19%, -17%, ?
#18 CCOc1ccc(/C=C/C(=O)c2cccs2)cc1
    -24%, ·, 2%
#19 Cn1c(=O)[nH]c(=O)c2c1nc(CN1CCOCC1)n2CCCc1ccccc1
    3%, 15%, -4%
#20 CC(Sc1nc2c(c(=O)[nH]1)CCCC2)C(=O)Nc1ccc(S(N)(=O)=O)cc1 (stereo not given)
    -2%, 8%, 1%
#21 COC(=O)c1ccccc1N1CCS(=O)(=O)CC1
    17%, -1%, -2%
#22 O=C(O)CCC(=O)Nc1ccc(N2CCCCCC2)cc1
    2%, -1%, -1%
#23 Cc1cc(C)cc(NC(=O)Nn2cnnc2)c1
    ?, 10%, 3%
#24 CC12CCC(=O)N1C(C(=O)NCCN1C(=O)S/C(=C\c3ccc(OC(F)F)cc3)C1=O)CS2 (stereo not given)
    -7%, 2%, -8%
#25 Cc1ccc(C)n1-c1nnc(N2CCCC(C(=O)NCc3cccc(Cl)c3)C2)s1 (stereo not given)
    2%, 5%, ·
#26 Cc1cccc(-n2c(=O)c3c(c4cc(C)ccc4n3C)n(C)c2=O)c1
    -2%, -8%, ·
#27 O=C1COc2ccc(C(=O)CSc3nnc(NCc4ccccc4)s3)cc2N1
    -11%, 2%, 9%
#28 O=C(O)CCc1nc2cc3ccccc3cc2[nH]1
    -13%, -5%, -2%
#29 Cc1ccc(C)c(N2CCN(CCCNC(=O)Nc3ccc(Cl)cc3)CC2)c1
    -8%, -5%, ·
#30 N#CCCN(C(=O)COC(=O)c1ccc(S(=O)(=O)N2CCCCCC2)cc1)c1ccccc1
    0%, -4%, 1%

Six of the compounds above, with values ahead of the structure:
No.	GCN5L2 inh	FEN1 inhibitor	N370S GC	mol
18	-24%	·	2%	CCOc1ccc(/C=C/C(=O)c2cccs2)cc1
3	0%	-11%	-3%	CC(C)c1ccccc1OCCNC(=O)c1cccnc1
28	-13%	-5%	-2%	O=C(O)CCc1nc2cc3ccccc3cc2[nH]1
8	-5%	12%	1%	O=C(OCC(=O)c1ccc[nH]1)c1ccc2ccccc2n1
30	0%	-4%	1%	N#CCCN(C(=O)COC(=O)c1ccc(S(=O)(=O)N2CCCCCC2)cc1)c1ccccc1
20	-2%	8%	1%	CC(Sc1nc2c(c(=O)[nH]1)CCCC2)C(=O)Nc1ccc(S(N)(=O)=O)cc1 (stereo not given)

Other entries:
Every second line gives: GCN5L2 inh, FEN1 inhibitor, N370S GC
#31 O=C(CNC(=O)OCc1ccccc1)NC1CCCCCC1
    2%, -12%, -7%
#32 CC(C)Cn1c(-c2ccc(Cl)cc2)cnc1SCC(=O)N1CCOCC1
    -12%, -7%, 6%
#33 c1ccc(CC2CCN(c3ncnc4sccc34)CC2)cc1
    -6%, -7%, 22%
#34 NC(=O)C1CCN(c2nc(-c3ccc4occc(=O)c4c3)cs2)CC1
    -7%&0%, -3%, ·
#35 CS(=O)(=O)N1CCC(C(=O)Nc2cc(Cl)c(Cl)cc2Cl)CC1
    -2%, -2%, -9%
#36 COc1ccccc1C(=O)Nc1ccc(C(=O)OCc2cc(=O)n3nc(C)sc3n2)cc1
    5%, 17%, ·
#37 Cc1cc(=O)[nH]c2c(C)cc(S(=O)(=O)Nc3ccc(O)cc3)cc12
    -1%, -16%, -8%
#38 CC1Cc2ccccc2N1C(=S)NC(=O)c1ccc(Cl)cc1Cl (stereo not given)
    1%, -1%, -19%
#39 O=C(c1ccc2c(c1)N(Cc1ccc(Cl)cc1)C(=O)c1ccccc1S2=O)N1CCOCC1 (stereo not given)
    -1%, 4%, ·
#40 COc1ccccc1NC(=O)c1ncoc1-c1ccco1
    -2%, -6%, ·
#41 CC1O[C@@H](OC2C(O)C(C)O[C@H](OC(=O)[C@]34CCC(C)(C)C[C@H]3C3=CCC5[C@@]6(C)CC(O)C(O[C@@H]7OC(CO)C(O)[C@@H](O)[C@@H]7O)[C@@](C)(C(=O)O)C6CC[C@@]5(C)[C@]3(CO)CC4)C2O[C@H]2OC(C)[C@@H](O[C@@H]3OCC(O[C@@H]4OC(CO)C(O)[C@H](O)C4O)[C@@H](O)[C@@H]3O)[C@H](O)C2O)C(O)C(O)C1O (stereo not given in full)
    -2%, 19%, ·
#42 CCC(Oc1ccccc1)C(=O)N1CCN(CC)CC1 (stereo not given)
    -4%, -1%, ·
#43 CCOC(=O)c1ccc(NC(=O)C2(c3ccc(OC)cc3)CCCC2)cc1
    -10%, -14%, 25%
#44 Nc1nc(C2CC2)c(Sc2sc(N)nc2C2CC2)s1
    -24%, ?, -13%
#45 CCCNC(=O)Nc1ccc2c(c1)nc(C)n2C
    -6%, -7%, 9%
#46 Cc1ccc(N2CC(NC(=O)CCc3ccccc3)CC2=O)cc1C (stereo not given)
    0%, 16%, ·
#47 O=C(CCc1ccccc1)NC(=S)Nc1cccc(Br)c1
    -2%, -13%, 16%
#48 O=C(NCC1COc2ccccc2O1)c1cccc(S(=O)(=O)N2CCOCC2)c1 (stereo not given)
    1%, 0%, ·
#49 CC(C)CC1NC(=O)N(CC(=O)N2CCN(S(=O)(=O)c3ccccc3)CC2)C1=O (stereo not given)
    -10%, -6%, 3%
#50 CCCc1[nH]nc2c1C(c1cccnc1)C(C#N)=C(N)O2 (stereo not given)
    -2%, -11%, -10%
#51 COC(=O)N1CCCc2cc(S(=O)(=O)N3CCN(c4ccccc4)CC3)ccc21
    -1%, -9%, ·
#52 Cc1ccc(OCC(=O)Nc2ccc(O)c(-c3nc4ccccc4o3)c2)cc1
    -9%, -7%, 17%
#53 CCN(CC)CCCNC(=O)c1nn(C)c2c1CSc1ccccc1-2
    -12%, -8%, ·
#54 COc1ccc2c(c1)CCc1c(C(=O)Nc3c(C)nn(Cc4ccccc4Cl)c3C)noc1-2
    -4%, -13%, ·
#55 CCc1nnc(NC(=O)CSc2ccc(-c3nc4ccccc4[nH]3)cn2)s1
    ?, -9%, -3%
#56 O=C(NCCCN1CCC(Cc2ccccc2)CC1)C1CCN(S(=O)(=O)N2CCC3(CC2)OCCO3)CC1
    0%, -5%, -2%
#57 COc1cc(NC(=O)C(C)Oc2ccccc2)cc(OC)c1 (stereo not given)
    -7%, 0%, 0%
#58 O=C(NC1CCCC1)c1cc(S(=O)(=O)N2CCCC2)ccc1Cl
    2%, 5%, -10%
#59 Cc1c2cnn(CC(=O)N3CCN(c4ncccn4)CC3)c(=O)c2c(C)n1Cc1ccc(F)cc1
    -2%, ·, -3%
#60 C[C@@H]1CCC2[C@](C)(CO)[C@@H](O)CC[C@]2(C)[C@@]12C[C@](CO)(CC(=O)O)CO2 (stereo not given in full)
    -24%, -4%, 1%
#61 CN1CCN(C2=C(Cl)C(=O)C(c3cnc(N4CCCCC4)s3)=C(Cl)C2=O)CC1
    -26%, -8%, 10%
#62 CCc1cc(=O)oc2cc(C)cc(OC(C)C(=O)NCCCN3CCOCC3)c12 (stereo not given)
    -23%, -16%, 1%
#63 COC(=O)c1ccn(C(=O)c2ccc(Cl)cc2)n1
    ·, 0%, 3%
#64 Cc1ccc(C(=O)Nn2cnnc2)cc1Cl
    -1%, -3%, -6%
#65 CCOC(=O)c1ccc(S(=O)(=O)Nc2cc(S(=O)(=O)Nc3ccc(OC)cc3)ccc2O)cc1
    -2%, 9%, ·
#66 CC(C(=O)NC1CCCCCC1)N(c1ccccc1)S(C)(=O)=O (stereo not given)
    -5%, -3%, 5%
#67 O=C(NCc1cn2ccccc2n1)C1CCC(=O)N(Cc2ccccc2F)C1 (stereo not given)
    -4%, -12%, -3%
#68 COc1ccc(NC(=O)c2ccco2)cc1NC(=O)c1ccco1
    -2%, 12%, 3%
#69 CC(C)=CCC/C(C)=C/COc1ccc2ccc(=O)oc2c1
    -5%&-15%&-7%&0%, -4%, ?
#70 CC(C)C(OC(=O)c1ccco1)C(=O)NC1CCCC1 (stereo not given)
    -1%, 1%, -3%
#71 COc1ccc(CCNCc2c(OC)ccc3ccccc23)cc1OC
    2%, 7%, -17%
#72 O=C(CCCOc1ccccc1)NC(=S)Nc1ccccc1
    5%, -7%, 11%
#73 COc1ccc(C(=O)NNC(=O)CSc2nnc(C3CC3)n2C)cc1
    -2%, 4%, 3%
#74 CCOC(=O)C(CC)n1nc(C)c2c(C)n(-c3ccc(C)cc3)nc2c1=O (stereo not given)
    -2%, 9%, ·
#75 Cc1ccc2nc(SCC(=O)N(C)C3CCS(=O)(=O)C3)[nH]c2c1 (stereo not given)
    -1%, 16%, ·
#76 NS(=O)(=O)c1ccc(CCNC(=O)c2ccc(S(=O)(=O)N3CCCCC3)cc2)cc1
    -8%, 2%, ·
#77 COc1ccc(CNC(=S)N/N=C/c2ccncc2)cc1
    -2%, 10%, 6%
#78 COc1ccc(-c2[nH]ncc2/C=N\NS(=O)(=O)c2ccccc2)cc1OC
    0%, -3%, -11%
#79 Fc1ccccc1N1CCN(CCCc2ccccc2)CC1
    -8%, -2%, -5%
#80 CC(C)/C=C1\CC/C(=C\c2cccnc2)C1=O
    -4%, -1%, 3%
#81 N#Cc1c(/N=C/c2cccnc2)sc2c1CCCC2
    -3%, 3%, 4%
#82 CC(C)N(Cc1ccccc1)C(=O)COC(=O)c1cc(S(=O)(=O)N(C)C)ccc1N1CCCC1
    -4%, -18%, ·
#83 Cc1ccc(C)c(S(=O)(=O)Nc2ccc3cn[nH]c3c2)c1
    -4%, 16%, ·
#84 Cc1ccccc1CNC(=O)Cn1ccc2cc(S(=O)(=O)N3CCCCC3)ccc21
    3%, 1%, ·
#85 COc1ccc(-n2c3c(cc(C(=O)N4CCN(CCO)CC4)c2=O)C(=O)CC(C)(C)C3)cc1
    -11%, -5%, 4%
#86 COc1ccc(C(c2c(NC(=O)c3ccco3)sc(C)c2C)N2CCOCC2)cc1OC (stereo not given)
    -7%, -6%, ·
#87 OC(Cn1cnnc1)c1ccccc1 (stereo not given)
    29%, -13%, -5%
#88 CCOc1ccccc1CNC(=O)C1CCN(S(=O)(=O)c2ccc3[nH]c(=O)ccc3c2)CC1
    6%, -1%, ·
#89 Cc1c(NC(=O)c2ccccc2NC(=O)COc2ccccc2)cccc1C(=O)O
    -10%, -6%, 2%
#90 Cc1cccc(NN=C2c3ccccc3-c3ccccc32)c1
    4%, -5%, 18%

Remaining list, next part
Every second line gives: GCN5L2 inh, FEN1 inhibitor, N370S GC
#91 Cc1c(NC(=O)Nc2ccc(F)cc2)c(=O)n(-c2ccccc2)n1C
    -3%, 4%, 7%
#92 O=[N+]([O-])/C(C(Cl)=C(Cl)Cl)=C1\Nc2ccccc2O1
    -8%, -12%, -3%
#93 Cc1ccc(OCC(=O)Nn2cnnc2)c(Br)c1
    0%, 0%, 6%
#94 CCOC(=O)C1CCCN(C(=O)c2sc3nc(C)nc(N4CCOCC4)c3c2C)C1 (stereo not given)
    -5%, -10%, 2%
#95 CC(C)(C)S(=O)(=O)c1cnc2c(-c3ccc(F)cc3)cnn2c1N
    -4%, 7%, -4%
